Screening data: PubChem, several laboratories
UTI89 phage lysis: protection from phage-mediated lysis, alamar blue read-out – E. coli UTI89, K1F phage, bacterial capsule biogenesis inhibitors (AID 488966) | E. coli UTI89 K1F phage lysis, alamar blue, 2 h; higher % means a stronger effect | 340,000 tested, 0.02% active | inhibition, % at 100 µM, or IC50 in µM where a hit was titrated;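 active = phage lysis inhibition, versus mean bacterial control, above a set limit; inconclusive = no clear call, values can overlap the other calls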;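 note: capsule biogenesis inhibitors block K1F phage lysis so surviving cells raise fluorescence; higher fluorescence means more inhibition of phage lysis; actives were called in the ten point dose series up to 300 µM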
Rac1 GTP hydrolysis: MgcRacGAP GTPase-activating activity inhibitors, confirmation, biochemical, ADP Hunter fluorescence | MgcRacGAP-stimulated Rac1 GTP hydrolysis, ADP Hunter fluorescence; higher % means a stronger effect; GST-tagged Rac1 F28L mutant substrate | one-dose inhibition, % at 30 µM; IC50 in µM for titrated hits | 340,000 tested, 0.6% active | AID 624330;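 active = first-screen hits whose inhibition reached a set limit at any dose in the follow-up dose series; inconclusive = inhibition above the set first-screen limit but never retested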;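 note: fluorescence reports GDP produced by GAP-driven GTP hydrolysis; strong numbers were not always called active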
Salmonella PhoP GFP: inhibitors of PhoP regulon expression, primary screen, Salmonella Typhimurium, GFP reporter (AID 1863). S. Typhimurium PhoP-regulated promoter GFP reporter, 4 h; higher % means a stronger effect. inhibition, % at 50 µM; hits with a dose series show IC50 in µM. 300,000 tested, 0.16% active;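 active = inhibition over 29.93%, a cutoff 3 SD above the screen mean, later confirmed by dose response; inconclusive = inhibition over 29.93% but no dose response follow-up; inactive = inhibition at most 29.93% or unconfirmed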;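 note: 0% = low Mg2+ inducing control and 100% = high Mg2+ repressing control; strong numbers were not always called active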
RSV CPE inhibition: inhibition of RSV-induced cytopathic effect – HEp-2 cells, primary 10 µM value included (AID 2391); HEp-2 cells, RSV-induced CPE inhibition; higher % means a stronger effect; CPE inhibition, % at 10 µM; hits with a dose series show IC50 in µM; 310,000 tested, 0.13% active; in the data active = a potency from the dose series; inconclusive = CPE inhibition mostly from about 23% at the one dose, without a potency; inactive = the rest, 99 in 100 with CPE inhibition below about 21%; note: strong numbers were not always called active
Dengue-2 NS5 capping: flavivirus cap methylation enzyme inhibition – biochemical, confirmation dose response, primary screen (AID 588689); Dengue-2 NS5 methyltransferase capping enzyme assay, biochemical; higher % means a stronger effect; one-dose inhibition, % at 25 µM; IC50 in µM for titrated hits; 340,000 tested, 0.3% active; in the data active = a potency from the dose series; inconclusive = inhibition above about 29% without an active follow-up result
Large T inhibition: TAg ATPase/helicase activity blockers – biochemical (AID 1903); SV40 large T antigen ATPase/helicase inhibition assay; higher % means a stronger effect; inhibition, % at 20 µM; hits with a dose series show IC50 in µM; 310,000 tested, 0.39% active; in the data active = a potency from the dose series; inconclusive = inhibition mostly from about 32% at the one dose, without a potency; inactive = the rest, 99 in 100 with inhibition below about 32%; note: strong numbers were not always called active
HIV fusion peptide: cell-free HIV fusion peptide-binding blockers – biochemical, uHTS, fluorescence dequenching, primary screen (AID 1986); cell-free peptide binding, fluorescence dequenching, 30 min; higher % means a stronger effect; inhibition, % at 20 µM, or IC50 in µM where a hit was titrated; 290,000 tested, 0.3% active; in the data active = inhibition mostly above about 52%, no sharp cut-off; inactive = mostly below about 76%; note: some results filed as inactive read as strong as hits
GPR35 arrestin U2OS: GPR35 antagonists blocking zaprinast-driven arrestin recruitment, primary screen, imaging, U2OS, beta-arrestin-GFP, zaprinast agonist (AID 2058) | U2OS GPR35 beta-arrestin-GFP translocation imaging, zaprinast antagonism; higher % means a stronger effect | inhibition, % at 10 µM; hits with a dose series show IC50 in µM | 290,000 tested, 0.052% active;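 active = inhibition of at least 50% with at least 30 cells and total cytoplasm GFP at most 10,000,000; inconclusive = under 30 cells or total GFP of 10,000,000 plus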
GPR55 antagonists: inhibition of LPI-stimulated GPR55 beta-arrestin translocation – imaging, U2OS, beta-arrestin-GFP, LPI agonist, primary screen (AID 2013); U2OS GPR55 beta-arrestin-GFP translocation imaging, LPI antagonism; higher % means a stronger effect; one-dose inhibition, % at 10 µM; IC50 in µM for titrated hits; 290,000 tested, 0.13% active;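 active = spots per cell inhibited over 60%, with over 100 cells counted and total cytoplasm intensity under 500,000; inconclusive = wells with under 100 cells, flagged as likely toxic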;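 note: U2OS cells stably carrying GPR55 and arrestin-GFP stimulated by 5 µM LPI near EC80; imaged beta-arrestin-GFP aggregate spots per cell after agonist stimulation; plate controls were LPI-stimulated DMSO wells for no effect and DMSO wells without LPI for full effect; some results filed as inactive read as strong as hits; confirmed hits need IC50 under 10 µM and bright autofluorescent wells are also inconclusive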
Dengue-2 NS5 capping pilot replicate: recorded beside Dengue-2 NS5 capping, whose call it bears; inhibition, %; measured here: pilot screen replicate inhibition
* = called active by the depositor; ? = inconclusive; . = no result given; [ ] = dose if it differs, or a comment.

SMILES | UTI89 phage lysis | Rac1 GTP hydrolysis | Salmonella PhoP GFP | RSV CPE inhibition | Dengue-2 NS5 capping | Large T inhibition | HIV fusion peptide | GPR35 arrestin U2OS | GPR55 antagonists | others
CCOC(=O)C1CCN(c2cc(=O)n(Cc3ccc(F)cc3)c(=O)[nH]2)CC1 | -1.3% | -2% | 0% | 2.1% | 0% | 18% | -1.8% | -4% | 15%
O=c1c2c(-c3ccco3)csc2nc(SCc2cn3cccnc3n2)n1-c1ccccc1 | 1.2% | 6% | -7% | 6.5% | -5% | 60% | 2.0% | 0% | -10%
C/C=C(/C)C(=O)O[C@@H]1[C@H](OC(C)=O)c2c(ccc3ccc(=O)oc23)OC1(C)C | -1.4% | -4% | 10% | 6.8% | -4% | 2% | 2.1% | 8% | 3%
O=C(CSc1oc(-c2ccco2)nc1S(=O)(=O)c1ccc(Cl)cc1)NCC1CCCO1 (configuration not stated) | -0.5% | 21% | 4% | 2.2% | 8% | 15% | -1.7% | 4% | 11%
COc1ccc(N2C(=O)CC2(C#N)c2ccc(OCc3ccccc3)cc2)cc1 (configuration not stated) | 1.2%[50 µM] | -7% | -5% | 21% | 3% | 9% | 2.1% | . | 6%
Cc1cc2ccccc2n1CCNC(=O)Cc1ccccc1 | -2.5% | 2% | 12% | 3.0% | 0% | 4% | 3.9% | -3% | 4%
CCCCNC(=S)NNC(=O)c1ccco1 | 1.0% | 9% | 6% | -0.2% | -3% | 10% | 1.4% | 6% | 19% | Dengue-2 NS5 capping pilot replicate=-1.8
Cc1ccc(-n2c(SCC(=O)Nc3ccc4cn[nH]c4c3)nnc2-c2ccco2)cc1 | 2.4% | 6% | 17% | 1.8% | 3% | 15% | -2.4% | -5% | 10%
O=C(O)CNc1nc(-c2ccccc2)c2cc([N+](=O)[O-])ccc2n1 | 3.0% | 9% | -17% | 2.6% | -2% | 14% | 2.8% | -18% | 0%
CC1(C)Cc2ccccc2-c2nnc(C(F)(F)F)n21 | -5.9% | -8% | -1% | 0.1% | 0% | 3% | 0.0% | 6% | -18%
CC(/C=N/NC(=O)CNc1n[nH]c(=O)[nH]c1=O)c1ccccc1 (configuration not stated) | 0.1% | 11% | 5% | -0.6% | 2% | 6% | -1.1% | 2% | 0%
Cc1ccccc1C(=O)Nc1cccc(C(=O)N/N=C/c2cc(Cl)cc([N+](=O)[O-])c2O)c1 | -0.2% | 13% | 11% | -0.4% | >100µM* | -9% | 31µM* | -1% | -2%
O=[N+]([O-])c1ccccc1Sc1nccn1Cc1ccccc1 | 1.7% | 5% | 10% | 0.5% | -6% | -9% | -1.0% | 16% | 10%
Cc1ccc(S(=O)(=O)Oc2ccccc2/C=N/O)cc1 | 0.2% | 14% | -7% | 7.5% | -2% | 8% | -0.9% | -13% | 2%
O=[N+]([O-])c1ccc(-c2cnc(NO)nc2)cc1 | -12% | 25% | -13% | 0.6% | -1% | 29% | 0.3% | -12% | 1%
O=C(COC(=O)COc1ccccc1)Nc1ncc([N+](=O)[O-])s1 | -0.1%[50 µM] | 11% | . | 0.5% | 0% | . | . | . | .
N#Cc1c(C(F)(F)F)cc(-c2cccs2)nc1SCc1cccnc1 | 1.0% | 3% | -7% | 1.1% | -2% | 19% | -0.9% | -12% | 2%
CCCc1ccc(C(=O)CCC(=O)NNC(=O)c2ccncc2)cc1 | 0.0% | 8% | -4% | -2.2% | 0% | 6% | -0.6% | 1% | 10%
CC(C)N1CCC(=NNC(=O)c2ccc(Br)o2)CC1 | 6.0% | 0% | -12% | 2.0% | 6% | 1% | -4.7% | 7% | 5%
Cc1ccc(CN2CCNC(=O)C2CC(=O)O)o1 (configuration not stated) | 0.4% | 2% | -5% | 0.0% | -3% | 13% | 0.0% | -10% | 4%
CCOC(=O)C1CCN(Cc2nc3ccc(Cl)cc3n2CCO)CC1 | 0.9% | 18% | -7% | 0.8% | -2% | 1% | 1.0% | 12% | 8%
CCOc1ccc(OCC(=O)NCCS(=O)(=O)N2CCN(c3ccc(F)cc3)CC2)cc1 | 1.6% | 7% | -10% | 1.9% | 4% | 11% | 2.9% | 23% | -4%
O=C(Nc1ccc(Cl)c(Cl)c1)Nc1cc(S(=O)(=O)N2CCOCC2)ccc1N1CCCC1 | 6.8% | 12% | 5% | 15% | -4% | 5% | 1.8% | -6% | 18%
CC(C)NC(=O)c1ccccc1S(=O)c1ccccc1C#N (configuration not stated) | 0.2% | 5% | -1% | 1.8% | 4% | 19% | -2.3% | 12% | 10%
CC1CN(c2cnn(C(C)C)c(=O)c2Cl)CC(C)O1 (configuration not stated) | 0.8%[50 µM] | -5% | 2% | 0.5% | -5% | 7% | -0.2% | 13% | 4%
O=C(NCC1CCCO1)/C(=C\c1ccccc1F)NC(=O)c1ccccc1 (configuration not stated) | 0.1% | 5% | -3% | 0.5% | -2% | 32% | -0.8% | 5% | -9%
COc1ccccc1N=Nc1ccc(N)c(C)c1 | 0.3% | . | -3% | -0.5% | 4% | 17% | -4.1% | 6% | 5%
O=C(Nc1ccc(Cl)cc1)c1cncs1 | 0.4% | 12% | -6% | 3.2% | -8% | 10% | 0.7% | -9% | 3%
COc1cccc(C(=O)Nc2ccc(NC(=O)C3CC=CCC3C(=O)O)cc2)c1 (configuration not stated) | 0.2% | 9% | 8% | -0.5% | -10% | -13% | 2.6% | 10% | -1%
Cc1ccc(C)c(S(=O)(=O)Nc2cc3c4c(c2)CCC(=O)N4CCC3)c1 | -0.3%[50 µM] | 8% | 8% | 17% | -4% | 10% | . | . | .
CCN(CC)C(=O)c1sc2c(c1C)c(=O)n(-c1ccc(C)c(C)c1)c(=O)n2CC(=O)NCC1CCCO1 (configuration not stated) | 0.2% | 7% | 1% | 2.2% | -1% | 2% | 3.0% | -7% | 7%
COc1cc(/C=N/NC(=O)c2cccc(NC(=O)c3ccccc3)c2)ccc1O | -0.5% | ? | -3% | 0.8% | 7% | ? | -1.5% | -8% | 0%
CC1(C)CC(=O)C=C(c2ccc(F)cc2OCc2ccccc2)C1 | 0.1% | 2% | . | -0.1% | -11% | . | . | . | .
COc1ccc(/C=N/NC(=O)c2ccc(C)nc2)cc1O | 0.3% | ? | -1% | 1.0% | -4% | 33% | -2.2% | -10% | 6%
Cc1ccnc(NC(=O)CCC(=O)N(CC(=O)NCc2ccccc2)Cc2cccs2)c1 | -0.5% | 7% | 2% | -2.1% | 10% | 2% | -1.7% | 11% | -8%
COc1ccccc1N1CCN(S(=O)(=O)c2c(C)[nH]c(C)c2C(=O)N2CCCC2)CC1 | 0.2% | 2% | 4% | 0.3% | 7% | 18% | -1.3% | -17% | -4%
Cc1ccc(C(=O)NCCCNC(=O)c2ccco2)cn1 | 0.6% | 9% | 5% | 0.0% | 10% | -10% | 0.9% | -8% | -1%
CCCCn1c(N)c(N(CCC(C)C)C(=O)CCN2C(=O)C3CC=CCC3C2=O)c(=O)[nH]c1=O (configuration not stated) | 0.9%[50 µM] | 13% | 2% | -2.0% | -1% | 16% | . | . | .
Cc1nc(SCC(=O)c2ccc(F)c(F)c2)[nH]c(=O)c1Oc1ccc(Cl)cc1 | 0.7% | 6% | -9% | 1.6% | 0% | 8% | 14% | 17% | -5%
COc1cc(/C=N/Nc2nc(N3CCCCC3)nc(N3CCCCC3)n2)ccc1OC(=O)c1ccco1 | . | . | 0% | 2.5% | . | 21% | 1.5% | -5% | 12%
COCCNC(=O)CN(C(=O)Cn1nnc2ccccc21)c1ccc(C)c(F)c1 | -0.2% | -12% | 5% | 0.6% | -8% | 25% | 1.5% | 10% | 1%
CN(C(=O)COC(=O)c1cc([N+](=O)[O-])ccc1Cl)c1ccccc1 | 0.4% | 3% | 4% | 2.1% | -7% | 5% | -1.8% | 10% | 1%
Cc1ccccc1Nc1nc(N)nc(CN2CCN(C(=O)c3ccccc3)CC2)n1 | 0.2% | -10% | -2% | 1.6% | -3% | -5% | 0.5% | 3% | 6%
COc1ccc(Cl)cc1NS(=O)(=O)N1CCOCC1 | 1.7%[50 µM] | 7% | 1% | 2.3% | 4% | 6% | 2.6% | 4% | 6%
O=C(Cc1ccc(Cl)cc1)NC1CC1 | -0.4% | 2% | 2% | 2.2% | -4% | 7% | 0.4% | 18% | 4%
Cc1csc(Sc2nc3c(c(=O)[nH]c(=O)n3C)n2Cc2ccccc2Cl)n1 | -0.1% | 4% | 5% | 0.9% | -3% | 6% | -1.2% | 12% | -5%
Cc1ccc(CCc2nnc(SCC(=O)Nc3cccc(Cl)c3)n2-c2ccccc2)o1 | 1.1%[50 µM] | 1% | -18% | 2.1% | -1% | 0% | 2.7% | 10% | 4%
O=C(CCC(=O)Nc1ccccc1)NNC(=O)c1cccs1 | -4.1% | 6% | 5% | 0.6% | 2% | 0% | -4.2% | 2% | 16%
CC(NC(=O)c1cn(C(C)c2ccccc2F)nn1)c1ccncc1 (configuration not stated) | 0.3% | 0% | -7% | 1.3% | -7% | 15% | -1.2% | 0% | 12%
CCN(CC(=O)Nc1c(F)cccc1F)C(=O)c1ccc(N2CCCC2)c([N+](=O)[O-])c1 | 0.9%[50 µM] | 4% | 3% | 0.6% | -6% | 2% | . | . | .
Cn1c(=O)oc2cc(S(=O)(=O)NCCN3CCCCCC3)ccc21 | 0.2% | 3% | 3% | 0.9% | -8% | 1% | 1.0% | 6% | -3% | Dengue-2 NS5 capping pilot replicate=-7.8
COc1ccc(N2CCN(C(=O)NC3CCCCC3)CC2)cc1 | 0.9% | 137µM* | -1% | 2.5% | . | 22% | -0.7% | 5% | 17%
Cn1cc(C(=O)C(=O)N2CCCc3ccccc32)c2ccccc21 | 0.8% | 4% | -1% | -1.1% | -2% | 0% | 1.0% | -6% | -4%
COc1ccc(C(=O)Nc2cc(Cl)ccc2OC(=O)c2ccc(OC)cc2)cc1 | 0.0% | 8% | -10% | 2.1% | -8% | 33% | -2.4% | 19% | 15%
